KOR beta-arrestin-1 = KOR antagonists, beta-arrestin recruitment, cell-based, luminescence, uHTS (AID 1778). actives 0.091% (n = 290,000). inhibition, % at 10 µM; hits with a dose series show IC50 in µM. Kappa-type opioid receptor (Homo sapiens). KOR beta-arrestin recruitment, luminescence, antagonist mode; higher % means a stronger effect; also: strong numbers were not always called active
TNAP activators = human TNAP enzyme activators, primary screen, biochemical, luminescent, no phosphate acceptor, uHTS (AID 1001); purified TNAP, luminescent activation assay, no phosphate acceptor; higher activation fold means a stronger effect; Alkaline phosphatase, tissue-nonspecific isozyme (Homo sapiens); actives 0.03% (n = 200,000); one-dose activation fold at 20 µM; EC50 in µM for titrated hits; in the data active = activation fold from about 3, or a potency from the dose series; inactive = the rest, 99 in 100 with activation fold below about 1.6; also: many of its hits are not listed in these tables
human PMI inhibition = inhibitors of human PMI, primary screen, biochemical, fluorescence intensity, coupled assay (AID 1209). Mannose-6-phosphate isomerase (Homo sapiens). purified PMI enzyme, coupled fluorescence intensity; higher % means a stronger effect. one-dose inhibition, % at 20 µM; IC50 in µM for titrated hits. actives 0.42% (n = 190,000);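 also: plate controls were DMSO vehicle for no effect and wells lacking substrate for full effect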
NOD1 NF-kB reporter = NOD1 signaling inhibitors, primary screen, cell-based, luminescence, uHTS (AID 1578); NOD1-driven NF-kB luciferase reporter cells, luminescence; higher % means a stronger effect; one-dose inhibition, % at 4 µM; EC50 in µM for titrated hits; actives 1% (n = 290,000); in the data active = inhibition mostly above about 36%, no sharp cut-off; inactive = mostly below about 34%;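 also: HEK-293T reporter cells stimulated with the NOD1 agonist gamma-tri-DAP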
human PMI inhibitors = human PMI inhibitors, high substrate, primary screen, biochemical, fluorescence intensity, high mannose 6-phosphate (AID 1220); Mannose-6-phosphate isomerase (Homo sapiens); actives 0.66% (n = 190,000); recombinant PMI enzyme, coupled fluorescence intensity; higher % means a stronger effect; inhibition, % at 20 µM; hits with a dose series show IC50 in µM
LYP inhibition = inhibitors of LYP phosphatase, biochemical, fluorescence intensity, uHTS (AID 1779). Tyrosine-protein phosphatase non-receptor type 22 (Homo sapiens). recombinant LYP phosphatase, fluorescence intensity; higher % means a stronger effect. inhibition, % at 11.5 µM; hits with a dose series show IC50 in µM. actives 0.054% (n = 290,000);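 also: plate controls were vehicle with enzyme for no effect and no enzyme for full effect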
KOR beta-arrestin-2 = KOR agonists, beta-arrestin recruitment, primary screen, cell-based, luminescence, uHTS (AID 1777) | Kappa-type opioid receptor (Homo sapiens) | KOR beta-arrestin recruitment, luminescence; higher % means a stronger effect | one-dose activation, % at 10 µM; EC50 in µM for titrated hits | actives 0.02% (n = 280,000); in the data active = activation above about 50%, passing the limit was not always enough; also: a part of the inactive calls stands beside numbers as strong as those of hits
XIAP antagonists = XIAP antagonists, biochemical, IAP family, fluorescence polarization (AID 1018) | XIAP BIR domain, fluorescence polarization peptide displacement; higher % means a stronger effect | displacement, % at 20 µM, or IC50 in µM where a hit was titrated | actives 0.007% (n = 200,000) | E3 ubiquitin-protein ligase XIAP (Homo sapiens); in the data active = displacement above about 50%; also: a part of the inactive calls stands beside numbers as strong as those of hits
HEK293 NOD2/NF-kB = NOD2 signaling inhibitors, cell-based, luminescence, uHTS, HEK293 (AID 1566). HEK293 NOD2/NF-kB luciferase reporter, luminescence; higher % means a stronger effect. inhibition, % at 4 µM; hits with a dose series show EC50 in µM. actives 0.63% (n = 290,000); also: many of its hits are not listed in these tables
* hit, by the source's call; . = not tested or not shown; [ ] = dose if it differs, or a comment. Rule as the data show it, unless noted: active = inhibition above about 50%; inactive = the rest.

| SMILES | KOR beta-arrestin-1 | TNAP activators | human PMI inhibition | NOD1 NF-kB reporter | human PMI inhibitors | LYP inhibition | KOR beta-arrestin-2 | XIAP antagonists | HEK293 NOD2/NF-kB |
| --- | --- | --- | --- | --- | --- | --- | --- | --- | --- |
| CN(C)/C=N/c1c(C#N)cnn1-c1ccccc1 | 20% | 1.1 | -5% | -13% | -3% | -2% | -8.0% | -2.9% | 3% |
| O=[N+]([O-])c1cccc(CSC2=NCCN2S(=O)(=O)c2ccccc2)c1 | -9% | . | . | -3% | . | -6% | 3.7% | . | 15% |
| COc1cc2c(cc1O)C(SC)=NC(C)(C)C2 | -40% | 1.1 | -1% | 36% | 14% | -3% | 0.1% | -8.4% | -2% |
| CSc1ncccc1C(=O)NC1CCN(Cc2ccccc2)CC1 | 11% | . | . | 6% | . | -9% | -4.3% | . | -2% |
| CC1(c2ccc(OC(F)F)cc2)NC(=O)N(CC(=O)Nc2ccc(OC(F)F)cc2)C1=O (stereo not given) | -6% | . | . | -24% | . | -3% | 0.6% | . | 1% |
| Cc1nc2ccc(NC(=O)Cc3ccc(Br)cc3)cc2s1 | 19% | . | . | 2% | . | -4% | 0.0% | . | 1% |
| Cc1cc(C(=O)N(C)C)sc1-c1ccccc1 | 0% | 1.1 | -1% | -25% | -4% | -6% | -3.9% | -2.6% | -32% |
| O=C(NNS(=O)(=O)c1ccc(F)cc1)c1cccc(O)c1 | -6% | . | . | -12% | . | -9% | 1.3% | . | 0% |
| CC(=O)Oc1ccc(C(=O)[C@H]2[C@H]3C(=O)N(c4ccc(C)cc4)C(=O)[C@H]3[C@@H]3C=CC=NN32)cc1 | -6% | 1.1 | -46% | -8% | -50% | 3% | -3.8% | 0.4% | 17% |
| Cc1ccc(C2C3=C(CC(C)(C)CC3=O)N=C3c4ccccc4C(=O)C32)cc1 (stereo not given) | 1% | 1 | 14% | 16% | -1% | 2% | 6.8% | -56% | -12% |
| COC(=O)c1ccc(NC(=O)Nc2ccc(F)cc2)cc1 | -22% | 1 | -11% | 16% | -11% | -4% | -9.6% | -1.1% | -10% |
| CCc1nnc(NS(=O)(=O)c2ccc(NC(=O)c3cccc(Cl)c3)cc2)s1 | -44% | 1 | 0% | -37% | -1% | 10% | 4.0% | -3.7% | -1% |
| CC(=O)Nc1ccc(S(=O)(=O)N(C2=NCC(C)S2)c2ccccc2)cc1 (stereo not given) | -32% | 1.1 | -4% | -6% | -3% | -3% | 0.3% | -1.7% | 6% |
| Cc1ccc2c(Cl)cc(Cl)c(OCC(=O)Nc3cccc(S(=O)(=O)N(C)C)c3)c2n1 | -46% | 1.2 | 24% | 8% | 39% | 1% | -1.0% | -6.3% | 11% |
| CC(C)CN(C(=O)c1ccc(F)cc1F)c1c(N)n(CC(C)C)c(=O)[nH]c1=O | -58% | . | . | 4% | . | -15% | -3.7% | . | 15% |
| C[C@@H]1CN(Cc2nc(-c3ccc(Cl)cc3)no2)C[C@H](C)O1 | -1%[20 µM] | 1.1 | 9% | -40% | 5% | -1% | 5.5% | -3.5% | -14% |
| Cc1ccc(CS(=O)(=O)CCC(=O)NCc2ccccn2)cc1 | -23% | 1.1 | -1% | -13% | 0% | -5% | 8.4% | 2.1% | -9% |
| COc1cc2c(cc1NC(=O)C(C)OC(=O)/C=C/c1ccc(OC(F)F)cc1)oc1ccccc12 (stereo not given) | 23% | 1.1 | 9% | 10% | 8% | -2% | -2.7% | -3.8% | -19% |
| CCn1c(CNC(=O)c2cccc(C)c2)nnc1SCC(=O)Nc1nnc(C)s1 | 10% | . | . | -27% | . | -6% | -3.1% | . | 11% |
| COc1ccc(S(=O)(=O)N2CCC(C(=O)NCC3CC3)CC2)cc1 | 16% | . | . | 32% | . | -5% | 1.0% | . | 17% |

Next section:
| SMILES | KOR beta-arrestin-1 | TNAP activators | human PMI inhibition | NOD1 NF-kB reporter | human PMI inhibitors | LYP inhibition | KOR beta-arrestin-2 | XIAP antagonists | HEK293 NOD2/NF-kB |
| --- | --- | --- | --- | --- | --- | --- | --- | --- | --- |
| CCC(C)(C)NC(=O)c1cc(S(=O)(=O)N2CCCCC2)ccc1N1CCOCC1 | -2% | 0.9 | -5% | 28% | -2% | -8% | 3.5% | -9.8% | -10% |
| Cc1cccc(OCCN2CCOCC2)c1C | 1% | . | . | -23% | . | -4% | -2.1% | . | 1% |
| Cc1ccc(OCC(=O)Nc2cccc(O)c2)cc1C | -34% | 1.1 | -2% | -22% | -11% | -5% | 3.7% | -4.5% | -56% |
| CCC(C)n1c(SCC(=O)NC(=O)c2cccn2C)nc2ccccc2c1=O (stereo not given) | -10% | 1.2 | 0% | -10% | 11% | -3% | -4.8% | -3.8% | 3% |
| Cc1cc(Cl)c2oc(C(=O)N(C)CCCCN3CCOCC3)c(C)c2c1 | -40% | . | . | 7% | . | -6% | 2.6% | . | -28% |
| CCC(=O)N1CCN=C1SCc1c(F)cccc1Cl | 4% | . | . | -7% | . | -7% | -0.7% | . | 6% |
| Nc1nc2ncc(C(=O)c3cc(Cl)cc(Cl)c3O)cc2s1 | 24% | . | . | 5% | . | -10% | -3.2% | . | 30% |
| CS(=O)(=O)c1cccc(C(=O)Nc2cccc(-c3nc4ccccc4[nH]3)c2)c1 | -52% | . | . | -26% | . | -5% | 0.5% | . | 4% |
| Cc1cccc(C)c1NC(=O)c1sc(N)nc1-c1ccccc1 | 16% | 1 | -8% | 3% | -7% | 2% | 0.0% | -5.0% | 17% |
| COc1ccccc1N1CCN(C(=O)CC2NC3CCCCC3NC2=O)CC1 (stereo not given) | -15% | 1.1 | -4% | -2% | 1% | -4% | 0.8% | -2.7% | 19% |
| COc1ccc(O)c(C(=O)c2cnc3c(c2)c(C)nn3C)c1 | -54% | . | . | -14% | . | -5% | 2.7% | . | 15% |
| Cc1ccc(Nc2nc(CSc3nnc(-c4ccncc4)n3-c3ccccc3C)cs2)cc1 | 12% | 1.1 | 24% | 54% | 11% | 14% | -3.4% | -5.8% | 16% |
| COc1ccccc1N(CC(=O)Nc1ccc2c(c1)OCCO2)S(=O)(=O)c1ccc(C)cc1 | -27% | . | . | 0% | . | -8% | -3.0% | . | -5% |
| Cc1ccc(S(=O)CCNC(=O)Cc2ccccc2)cc1 (stereo not given) | 3% | 1.1 | 0% | -21% | -2% | -9% | -6.3% | -4.1% | 21% |
| O=C(c1c(F)cccc1F)N(Cc1cccs1)C1CCCC1 | -2%[20 µM] | 1.1 | 10% | -3% | 6% | -4% | . | 9.8% | 12% |
| CCOc1ccc(C(=O)Nc2ccc(N3CCCC3)cc2)cc1 | -25% | 1 | -29% | -35% | -60% | -4% | 0.7% | -3.2% | -18% |
| Cc1cccc(C)c1OCc1cc(C(=O)N2CCCCCCC2)no1 | -38% | . | . | -26% | . | -2% | 14% | . | -8% |
| COc1cc(/C=C2/C(=O)ON=C2c2ccccc2)ccc1O | 17% | 0.5 | -8% | 16% | -11% | -5% | 2.2% | -5.0% | 16% |
| COc1ccc(CCNC(=O)c2cccc(NS(=O)(=O)c3ccccc3F)c2)cc1OC | 0% | . | . | -43% | . | -1% | -3.4% | . | 5% |
| Cc1c(C(=O)Nc2ccccc2F)sc2ncn(CC(=O)N3CCOCC3)c(=O)c12 | -5% | . | . | -13% | . | -1% | -5.3% | . | 1% |

Reprinted from the part before: 5 compounds; new compounds follow.
Field names – A = KOR beta-arrestin-1; B = TNAP activators; C = human PMI inhibition; D = NOD1 NF-kB reporter; E = human PMI inhibitors; F = LYP inhibition; G = KOR beta-arrestin-2; H = XIAP antagonists; I = HEK293 NOD2/NF-kB
> CCOc1ccc(C(=O)Nc2ccc(N3CCCC3)cc2)cc1
  A: -25% | B: 1 | C: -29% | D: -35% | E: -60% | F: -4% | G: 0.7% | H: -3.2% | I: -18%

> Cc1cccc(C)c1OCc1cc(C(=O)N2CCCCCCC2)no1
  A: -38% | B: . | C: . | D: -26% | E: . | F: -2% | G: 14% | H: . | I: -8%

> COc1cc(/C=C2/C(=O)ON=C2c2ccccc2)ccc1O
  A: 17% | B: 0.5 | C: -8% | D: 16% | E: -11% | F: -5% | G: 2.2% | H: -5.0% | I: 16%

> COc1ccc(CCNC(=O)c2cccc(NS(=O)(=O)c3ccccc3F)c2)cc1OC
  A: 0% | B: . | C: . | D: -43% | E: . | F: -1% | G: -3.4% | H: . | I: 5%

> Cc1c(C(=O)Nc2ccccc2F)sc2ncn(CC(=O)N3CCOCC3)c(=O)c12
  A: -5% | B: . | C: . | D: -13% | E: . | F: -1% | G: -5.3% | H: . | I: 1%

> Cn1c(=O)c(=O)n(C)c2cc(S(=O)(=O)N3CCCC3C(=O)NCc3cccs3)ccc21 (stereo not given)
  A: 1% | B: . | C: . | D: -1% | E: . | F: 2% | G: 1.0% | H: . | I: 1%

> CCOC(=O)C(c1ccccc1)C(Nc1cc(C(F)(F)F)cc(C(F)(F)F)c1)c1ccccn1 (stereo not given)
  A: 11% | B: . | C: . | D: -6% | E: . | F: 4% | G: 12% | H: . | I: 11%

> O=C(NN1C(=O)c2ccccc2NC1c1cccnc1)c1ccc([N+](=O)[O-])cc1 (stereo not given)
  A: 11% | B: 1 | C: -5% | D: -29% | E: -5% | F: 6% | G: 3.6% | H: 0.6% | I: -2%

> Cc1ccc(C2Nc3ccccc3C(=O)N2CCCN2CCOCC2)cc1 (stereo not given)
  A: 32% | B: . | C: . | D: 1% | E: . | F: -8% | G: -0.3% | H: . | I: 14%

> COc1ccc(C(=O)NC23CC4CC(CC(C4)C2)C3)cc1
  A: 5% | B: . | C: . | D: -6% | E: . | F: -6% | G: 2.3% | H: . | I: -23%

> CC(=O)NC1=NN(C(C)=O)C(c2ccc(C(C)C)cc2)S1 (stereo not given)
  A: -6% | B: 1.2 | C: 10% | D: -33% | E: 1% | F: -1% | G: 0.0% | H: -16% | I: -27%

> CCOP(=O)(OCC)C(NC(=O)Nc1ccc(Cl)c(Cl)c1)C(N)=O (stereo not given)
  A: 11% | B: 1.2 | C: 16% | D: -37% | E: 10% | F: -4% | G: 4.0% | H: -0.6% | I: 13%

> CCOc1ccc(NC(=O)c2cc(F)c(F)cc2Cl)cc1OCC
  A: -3% | B: 1.1 | C: -12% | D: -5% | E: -13% | F: 0% | G: -2.9% | H: -5.8% | I: 17%

> O=S(=O)(Nc1nc2ccccc2nc1Nc1ccc2c(c1)OCCO2)c1cccs1
  A: -22% | B: 1.1 | C: 2% | D: 41% | E: 16% | F: 9% | G: . | H: -4.5% | I: 14%

> Cc1nn(Cc2ccc(Cl)cc2Cl)c(C)c1NC(=O)c1nn(C)cc1Cl
  A: -14% | B: 1.1 | C: 5% | D: 17% | E: 4% | F: -7% | G: -2.9% | H: -2.8% | I: 21%

Given with two lines to a compound: 2 of the compounds above.
Values in the order – KOR beta-arrestin-1, TNAP activators, human PMI inhibition, NOD1 NF-kB reporter, human PMI inhibitors, LYP inhibition, KOR beta-arrestin-2, XIAP antagonists, HEK293 NOD2/NF-kB
> CCOP(=O)(OCC)C(NC(=O)Nc1ccc(Cl)c(Cl)c1)C(N)=O (stereo not given)
    11%, 1.2, 16%, -37%, 10%, -4%, 4.0%, -0.6%, 13%
> CC(=O)NC1=NN(C(C)=O)C(c2ccc(C(C)C)cc2)S1 (stereo not given)
    -6%, 1.2, 10%, -33%, 1%, -1%, 0.0%, -16%, -27%

Screening results (PubChem)

Some of the compounds tested; the hit share may differ from the screen's.
